Source: PubChem BioAssay
AID2073 – inhibitors of Mint1-CaV2.2 protein interaction, biochemical, HTRF (AID 2073) | HTRF protein-protein interaction, Mint1-CaV2.2; higher % means a stronger effect | 290,000 tested, 0.19% active | one-dose inhibition, % at 20 µM; IC50 in µM for titrated hits; in the data active = inhibition mostly above about 51%, no sharp cut-off; inconclusive = no clear call, values can overlap the other calls; inactive = mostly below about 53%; also: some results filed as inactive read as strong as hits
West Nile virus CPE – West Nile virus antiviral activity, cell-based, CPE readout (AID 1621). 290,000 tested, 0.02% active. West Nile virus-infected cells, CPE inhibition; higher % means a stronger effect. one-dose CPE inhibition, % at 10 µM; IC50 in µM for titrated hits; in the data active = a potency from the dose series; inconclusive = CPE inhibition mostly from about 3.7% at the one dose, without a potency; inactive = the rest, 99 in 100 with CPE inhibition below about 2.2%; also: strong numbers were not always called active
MgcRacGAP inhibition – MgcRacGAP GTPase-activating activity inhibitors, confirmation, biochemical, ADP Hunter fluorescence; one-dose inhibition, % at 30 µM; IC50 in µM for titrated hits; 340,000 tested, 0.6% active; MgcRacGAP-stimulated Rac1 GTP hydrolysis, ADP Hunter fluorescence; higher % means a stronger effect; GST-tagged Rac1 F28L mutant substrate; AID 624330;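 active = first-screen hits whose inhibition reached a set limit at any dose in the follow-up dose series; inconclusive = inhibition above the set first-screen limit but never retested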;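 also: fluorescence reports GDP produced by GAP-driven GTP hydrolysis; strong numbers were not always called active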
Large T inhibition – SV40 large T antigen inhibitors, biochemical (AID 1903) | SV40 large T antigen ATPase/helicase inhibition assay; higher % means a stronger effect | 310,000 tested, 0.39% active | inhibition, % at 20 µM, or IC50 in µM where a hit was titrated; in the data active = a potency from the dose series; inconclusive = inhibition mostly from about 32% at the one dose, without a potency; inactive = the rest, 99 in 100 with inhibition below about 32%; also: strong numbers were not always called active
RSV antiviral HEp-2 – inhibition of RSV-induced cytopathic effect – HEp-2 cells, primary 10 µM value included (AID 2391). HEp-2 cells, RSV-induced CPE inhibition; higher % means a stronger effect. CPE inhibition, % at 10 µM, or IC50 in µM where a hit was titrated. 310,000 tested, 0.13% active; in the data active = a potency from the dose series; inconclusive = CPE inhibition mostly from about 23% at the one dose, without a potency; inactive = the rest, 99 in 100 with CPE inhibition below about 21%; also: strong numbers were not always called active
Siah-1 displacement – Siah-1 peptide-binding antagonists, primary screen, biochemical, fluorescence polarization, rhodamine-plectin, uHTS (AID 1817); 290,000 tested, 0.02% active; displacement, % at 20 µM, or IC50 in µM where a hit was titrated; Siah-1 / rhodamine-plectin peptide fluorescence polarization; higher % means a stronger effect;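 active = displacement of at least 50% at 20 µM, with a fluorescence ratio check between 0.3 and a set limit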;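 also: plate controls were Siah plus tracer with DMSO for no effect and tracer alone without Siah for full effect; strong numbers were not always called active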
K1F lysis inhibition – inhibition of K1F phage lysis, E. coli UTI89, bacterial capsule biogenesis inhibitors, alamar blue (AID 488966); E. coli UTI89 K1F phage lysis, alamar blue, 2 h; higher % means a stronger effect; inhibition, % at 100 µM; hits with a dose series show IC50 in µM; 340,000 tested, 0.02% active;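 active = phage lysis inhibition, versus mean bacterial control, above a set limit; inconclusive = no clear call, values can overlap the other calls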;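 also: capsule biogenesis inhibitors block K1F phage lysis so surviving cells raise fluorescence; higher fluorescence means more inhibition of phage lysis; actives were called in the ten point dose series up to 300 µM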
NS5 inhibitors – flavivirus cap methylation enzyme inhibition – biochemical, confirmation dose response, primary screen (AID 588689). Dengue-2 NS5 methyltransferase capping enzyme assay, biochemical; higher % means a stronger effect. one-dose inhibition, % at 25 µM; IC50 in µM for titrated hits. 340,000 tested, 0.3% active; in the data active = a potency from the dose series; inconclusive = inhibition above about 29% without an active follow-up result
NTR1 ag – NTR1-driven beta-arrestin-GFP spot formation – imaging, U2OS cells, high content, primary screen (AID 493036) | P30989 | activation, % at 20 µM | agonist mode | 330,000 tested, 0.17% active;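 active = activation at or above 40% of the spot to cytoplasm intensity ratio, with at least 20 cells analyzed; inconclusive = wells under 20 cells, flagged as cytotoxic or low count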;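 also: 0% = DMSO without peptide and 100% = 100 nM NTR1 peptide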
Target sequence (P30989 whole entry, looked up): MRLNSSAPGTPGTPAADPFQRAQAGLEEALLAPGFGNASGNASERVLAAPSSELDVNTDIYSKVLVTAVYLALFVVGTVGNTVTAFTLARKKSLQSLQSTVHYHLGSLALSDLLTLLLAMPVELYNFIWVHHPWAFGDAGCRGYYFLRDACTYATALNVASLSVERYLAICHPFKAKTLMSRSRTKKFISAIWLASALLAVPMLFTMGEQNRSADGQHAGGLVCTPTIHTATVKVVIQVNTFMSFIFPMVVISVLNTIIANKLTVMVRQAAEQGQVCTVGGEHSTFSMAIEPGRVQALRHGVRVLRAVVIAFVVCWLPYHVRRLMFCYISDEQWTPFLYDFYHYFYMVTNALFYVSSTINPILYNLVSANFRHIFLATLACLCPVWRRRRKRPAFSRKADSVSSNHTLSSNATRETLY
NTR1 ag cell count 20 µM – also measured in NTR1 ag; calls as there; cell count; measured here: cell count, cytotoxicity flag
Starred values were filed as active, the others as inactive; ? = inconclusive; . = no result given; & = joins results of further samples; [ ] = dose if it differs, or a comment.

SMILES	AID2073	West Nile virus CPE	MgcRacGAP inhibition	Large T inhibition	RSV antiviral HEp-2	Siah-1 displacement	K1F lysis inhibition	NS5 inhibitors	NTR1 ag	NTR1 ag cell count 20 µM
CCCCCCC(=O)N/N=C/c1c(O)n(C(C)CC)c(=S)[nH]c1=O (stereo not given)	8%	-0.1%	1%	8%	4.6%	-1%	0.9%	2%	1.4	47
CCS(=O)(=O)NCc1nnc2n1-c1ccc(Br)cc1C(c1ccccc1Cl)=NC2	.	.	10%	12%	2.1%	.	0.6%	8%	1.1	54
COc1cc(OC)c(OC)cc1C=O	.	.	-4%	.	.	.	-2.6%	3%	-1.8	43
CCOc1cc2c(cc1OCC)-n1cccc1C(c1ccc(OC(F)F)cc1)NC2 (stereo not given)	3%	-0.8%	5%	2%	-2.5%	4%	0.3%	-5%	3.7	90
Cc1ccc(-n2c(C)nc3ccccc3c2=O)c(C)c1	-25%	0.2%	8%	9%	0.9%	0%	-2.0%	0%	0.6	50
O=c1c2ccccc2nc(Cc2ccccc2)n1-c1ccccc1	1%	-1.0%	9%	9%	8.4%	6%	0.2%	-4%	0.3	61
O=C1NC(=O)C(CCc2ccncc2)(CCc2ccccn2)C(=O)N1c1ccc(Br)cc1 (stereo not given)	16%	-0.3%	7%	3%	2.4%	-2%	-2.3%	-3%	-0.5	49
COc1ccc(NS(=O)(=O)c2ccc(OCC(=O)N3CCN(C)CC3)cc2)cc1Cl	10%	-0.4%	8%	25%	0.1%	-3%	-0.1%	-5%	-0.4	64
O=c1[nH]c(=O)n(CCc2ccccc2)c(O)c1C=NC1CC1	-3%	0.3%	.	19%	-1.6%	1%	.	.	1.5	53
COc1ccccc1OCCCn1cc(C(C)=O)c2ccccc21	6%	-0.8%	2%	13%	2.3%	-3%	0.3%	-7%	2.7	56
COc1ccc(NC(=O)N2CCC3(CC2)OCCO3)cc1	3%	0.5%	-1%	7%	0.2%	-2%	-0.2%	16%	-1.3	95
CCOP(=O)(OCC)C(NC(=O)c1ccccc1)=C(Cl)Cl	-5%	-0.6%	-3%	0%	1.2%	16%	1.3%[50 µM]	-3%	-0.3	64
Cc1ccccc1NC(=O)COC(=O)c1cc(C)n(C2CC2)c1C	.	.	4%	.	1.4%	.	1.5%[50 µM]	-2%	0.2	44
Cc1ccc(/C=C2\C(=O)NC(=S)N(c3ccc(F)cc3)C2=O)s1	42%	-0.2%	28%	?	17%	11%	0.1%	-21%	15	73
CC(=O)Nc1cc(C(=O)N2CCC3(CC2)OCCO3)ccc1S(=O)(=O)c1ccc(C)cc1	9%	1.1%	8%	8%	-0.4%	-2%	1.9%	3%	1.0	37
CC1(C)OC1COc1c2occc2cc2ccc(=O)oc12 (stereo not given)	10%	0.5%	11%	17%	-1.7%	9%	0.2%	-6%	-0.8	99
c1cnc2c(c1)ccc1ncccc12	2%	0.5%	9%	12%	1.5%	6%	0.1%	4%	2.6	66
Clc1ccccc1CNC1CN2CCC1CC2 (stereo not given)	-5%	0.2%	9%	9%	-0.6%	-10%	2.2%	0%	0.2	40
COc1ccc(-n2c(Cc3ccccc3)nc3ccccc3c2=O)cc1	4%	-0.6%	12%	.	2.8%	4%	0.0%	-1%	0.4	96
COC(=O)[C@@H]1C[C@@]1(C)[C@@H](NP(=O)(c1ccccc1)c1ccccc1)c1ccccc1	1%	-0.5%	4%	5%	-1.5%	-3%	-0.1%	-10%	0.5	65
CCN(CC)S(=O)(=O)c1cc(NC(=O)C(C)N2CC=C(c3ccccc3)CC2)ccc1C (stereo not given)	0%	-0.4%	-3%	-30%	12%	-7%	5.3%	0%	0.3	57
CC(=O)Nc1cc([As](=O)(O)O)ccc1O	-1%&22%	0.3%&-0.1%	9%	-2%&6%&6%	-1.6%	-6%&-2%	-1.3%	-1%	0.4	62
COC(=O)C1=C(c2ccc(C(C)=O)cc2)C[C@@H]2CC[C@H]1N2C(=O)NCc1ccc(C(F)(F)F)cc1	.	.	5%	.	0.0%	.	2.1%	0%	1.8	50
CC(C)Sc1nnc([C@@H](N)Cc2ccccc2)o1	-2%	-0.2%	2%	10%	0.6%	-2%	0.9%	4%	1.2	64
Nc1ccc2ccc3cccc[n+]3c2c1	49%	-1.3%	15%	2%	3.0%	6%	0.3%	?	-0.3	64
NC(=O)c1cn(C2OC(CO)C(O)C2O)c2ncnc(N)c12 (stereo not given)	6%	-0.4%	3%&1%	4%	3.4%	1%	-1.0%&-0.9%	10%&-3%	1.0	85
Cn1cccc1/C=C1/C(=O)NC(=O)N(Cc2ccc(F)cc2)C1=O	-4%	0.2%	15%	21%	2.8%	-5%	0.3%	18%	-0.9	57
OC(CNC1CCCCC1)c1ccccc1 (stereo not given)	33%	0.0%	9%	4%	-1.3%	5%	0.2%	1%	2.2	30
C/C(=N\N1CCN(C)CC1)c1c(O)n(Cc2ccccc2)c(=O)[nH]c1=O	0%	-0.1%	9%	17%	0.6%	-6%	1.2%	4%	1.4	67
COc1ccc(-n2c(O)c(/C=C3\C=Nc4ccc(Br)cc43)c(=O)[nH]c2=O)c(OC)c1	20%	-0.5%	17%	22%	6.2%	0%	1.2%[50 µM]	-8%	2.4	123
COC(=O)C1=C(c2ccc(F)cc2OCc2ccccc2)C[C@@H]2CC[C@H]1N2C(=O)N1CCOCC1	.	.	1%	.	1.6%	.	0.0%	-7%	-1.3	47
Clc1ccc(C(c2ccccc2)c2ncc[nH]2)cc1 (stereo not given)	-3%	0.7%	7%	7%	0.5%	0%	6.3%	-4%	-0.6	81
O=c1[nH]c(=S)n(CCC2=CCCCC2)c(O)c1C=NCc1cccnc1	-6%	-0.2%	7%	-3%	2.6%	2%	3.5%	-8%	-2.6	59
COc1ccccc1-n1c(-c2ccccc2F)nc2ccccc2c1=O	.	.	-18%	3%	-0.9%	.	-1.6%	-2%	0.0	47
COc1ccc(CC2C(=O)NC(=O)N(c3ccccc3)C2=O)c(OC)c1 (stereo not given)	-6%	0.2%	7%	20%	0.7%	1%	0.2%	-1%	-0.4	44
CCOCC(=O)NC1CCSC1=O (stereo not given)	8%	-0.4%	2%	6%	1.5%	2%	-0.6%	-6%	0.0	83
CN1CCN(Cc2cn(C)c3ccccc23)CC1CCO (stereo not given)	-1%	-0.3%	7%	5%	-0.8%	1%	0.2%	-10%	.	.
CC(=O)Nc1ccc([As](=O)(O)c2ccc([N+](=O)[O-])cc2)cc1	2%	0.0%	14%	7%	2.3%	9%	0.5%[50 µM]	-5%	-0.4	48
O=C(CCC(=O)N1CC2C[C@@H](C1)Cn1c2cccc1=O)NCCc1ccccc1	-4%	0.3%	-7%	11%	2.4%	1%	-0.9%	4%	-2.6	85
CNC(=S)NC1CC2CCCC(C1)N2CC(C)C (stereo not given)	16%	0.4%	10%	8%	0.4%	3%	0.0%	-3%	3.1	38
C[C@@H]1CC[C@@]2(NC1)O[C@H]1C[C@H]3[C@@H]4CC=C5C[C@@H](O)CC[C@]5(C)[C@H]4CC[C@]3(C)[C@H]1[C@@H]2C	8%	-0.9%	.	-5%	-0.6%	-2%	0.3%	-3%	0.5	92
COC(=O)C1=C(c2ccc(F)cc2OCc2ccccc2)C[C@@H]2CC[C@H]1N2C(=O)N1CCCC1	.	.	10%	.	4.5%	.	0.1%	-3%	-0.2	55
COC(=O)C1=C(c2ccc(F)cc2OCc2ccccc2)C[C@@H]2CC[C@H]1N2C(=O)NCCO	.	.	9%	.	-0.6%	.	2.0%	-9%	-1.2	55
CCOC(=O)c1ccccc1NC(=O)c1c(O)[nH]c(=S)[nH]c1=O	.	-0.5%	5%	6%	0.5%	.	-0.4%	-1%	-1.3	55
O=Cc1c(C(=O)O)n(Cc2ccc(F)cc2Cl)c2ccccc12	1%	0.1%	-10%	5%	1.4%	6%	-1.4%[50 µM]	-1%	0.3	96
N#CC(C#N)=NNc1ccc(S(N)(=O)=O)cc1	17µM*	0.0%	11%	15%	1.2%	12%	-0.2%	18%	1.5	63
COC(=O)C1=C(c2ccccc2)C[C@@H]2CC[C@H]1N2C(=O)NCc1ccc(C(F)(F)F)cc1	.	-1.0%	-7%	23%	1.6%	.	-0.9%	5%	-1.6	82
Cc1ccc(/C=C2/C(=O)NC(=O)N(CCc3ccc(F)cc3)C2=O)s1	20%	0.0%	-2%	14%	0.9%	1%	2.2%[50 µM]	16%	6.0	82
CCOP(=S)(OCC)c1ccc(N(C)C)cc1	0%	1.0%	-3%	17%	-0.5%	-1%	-4.7%	-6%	1.9	50
O=C(O)CCCc1ccc(N(CCCl)CCCl)cc1	-12%	0.2%	2%	10%	-1.0%	8%	2.8%	-2%	-0.1	53
CCN1CCN(c2ccc(NC(=O)C(C)C)cc2Cl)CC1	20%	0.0%	11%	0%	-0.5%	-4%	1.8%	-1%	0.7	33
Cc1ccsc1C(=O)C1CCCN(Cc2cc3ccccc3o2)C1 (stereo not given)	16%	-0.9%	8%	12%	2.9%	-8%	-0.7%[50 µM]	-5%	1.6	61
CNCC(O)c1cccc(OC(=O)c2ccccc2C)c1 (stereo not given)	6%	.	7%	-1%	-0.2%	-3%	0.6%	.	-1.0	59
CCCCCCn1c(=O)c(C(=O)Nc2nnc(C)s2)c(O)c2ccccc21	18%	0.9%	.	7%	8.9%	-2%	.	.	0.0	67
CCOC(=O)C1CCN(Cc2ccc(Cl)nc2)CC1	-5%	0.2%	6%	4%	-0.6%	5%	0.4%	0%	-0.7	109
C[C@H]1CCC/C=C/C2C[C@H](O)CC2[C@H](O)/C=C/C(=O)O1 (stereo not given in full)	-1%	-0.4%	6%	16%	-0.6%	-1%	4.4%	-3%	3.4	49
CN1C2CCC1CC(OC(=O)c1cc(Cl)cc(Cl)c1)C2 (stereo not given)	-4%	0.6%	11%	-1%	-1.4%	-2%	-0.1%	-8%	0.1	55
COc1ccc2c(C)c(CCC(=O)N3C[C@H]4C[C@@H](C3)c3cccc(=O)n3C4)c(=O)oc2c1	6%	0.1%	5%	8%	-0.2%	-1%	-2.1%	-2%	-0.7	94
CN(C)C(=O)O/N=C(\N)COc1ccc(C(C)(C)C)cc1	11%	-1.4%	-6%	8%	19%	-1%	-0.8%	-1%	-0.4	51
CN1C2c3ccccc3C3C4c5ccccc5C(C31)C(C2[N+](=O)[O-])N4C (stereo not given)	9%	0.1%	7%	6%	3.2%	7%	0.4%	-9%	-0.5	74
COC(=O)C1=C(c2ccc(F)cc2OCc2ccccc2)C[C@@H]2CC[C@H]1N2C(=O)NCc1ccc(N(C)C)cc1	.	.	0%	.	1.6%	.	0.0%	-1%	0.5	57
CNC(=S)N1CC2CC(C1)c1cccc(=O)n1C2 (stereo not given)	-15%	0.2%	8%	13%	1.3%	-2%	-0.1%	0%	-0.6	91

Not all compounds are listed; the hit share may differ from the screen's.
